Compound activity from PubChem.
HCV inhibitor: qHTS Assay for Inhibitors of Hepatitis C Virus (HCV) | Huh7.5.1 HCVcc-Cre infection, luciferase reporter, 44 h | Potency, µM (highest dose often 41.8 µM), for the others: at the top dose activity change, negative = inhibition, usual class: inhibitors | hit rate 3.4% among 340,000; also: potency is read from the fitted curve at half-maximal effect
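1,000 cells/well; 4 h culture; + compound; + HCVcc-Cre (~0.5 moi); 44 h; luciferase substrate, RT 15 min; read 15 sec.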
Giardia FBPA inh: qHTS Assay for Inhibitors of Fructose-1,6-bisphosphate Aldolase from Giardia Lamblia. hit rate 0.71% among 290,000. purified Giardia FBPA. A8B2U2. Potency, µM (highest dose often 59.6 µM), without a hit: at the highest dose activity, negative = inhibition, hits mostly inhibitors; also: potency is read from the fitted curve at half-maximal effect; nearly all actives have a fitted effect of over 55% in size
Target sequence (A8B2U2 whole entry, looked up): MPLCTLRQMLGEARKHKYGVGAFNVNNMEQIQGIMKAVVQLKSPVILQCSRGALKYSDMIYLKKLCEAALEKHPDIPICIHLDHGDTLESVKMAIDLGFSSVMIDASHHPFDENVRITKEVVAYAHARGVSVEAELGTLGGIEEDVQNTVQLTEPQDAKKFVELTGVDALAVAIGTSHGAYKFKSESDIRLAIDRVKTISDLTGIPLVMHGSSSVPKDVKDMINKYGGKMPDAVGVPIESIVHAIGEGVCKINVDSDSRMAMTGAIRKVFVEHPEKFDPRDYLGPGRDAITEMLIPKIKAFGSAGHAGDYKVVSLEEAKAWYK
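40 nM FBPA preincubated 10 min at RT with compound (up to 57.5 uM final), then substrate plus GAPDH/TPI/NAD/arsenate coupling and diaphorase/resazurin added. Fluorescence read after 20 min at RT, 525/598 nm.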
AmpC inh detg: qHTS Inhibitors of AmpC Beta-Lactamase (assay with detergent) | AmpC hydrolysis of nitrocefin, absorbance 480 nm, 0.01% Triton | Potency, µM (doses to about 114 µM), for inactives: at the highest dose activity change, negative = inhibition, most hits filed as inhibitors | hit rate 0.041% among 370,000;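 also: potency is read from the fitted curve at half-maximal effect; 0% = no-compound wells and -100% = no-enzyme wells; nearly all actives have a fitted effect of over 25% in size; some results filed as inactive show a strong effect at the top dose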
Target sequence (P00811 whole entry, looked up): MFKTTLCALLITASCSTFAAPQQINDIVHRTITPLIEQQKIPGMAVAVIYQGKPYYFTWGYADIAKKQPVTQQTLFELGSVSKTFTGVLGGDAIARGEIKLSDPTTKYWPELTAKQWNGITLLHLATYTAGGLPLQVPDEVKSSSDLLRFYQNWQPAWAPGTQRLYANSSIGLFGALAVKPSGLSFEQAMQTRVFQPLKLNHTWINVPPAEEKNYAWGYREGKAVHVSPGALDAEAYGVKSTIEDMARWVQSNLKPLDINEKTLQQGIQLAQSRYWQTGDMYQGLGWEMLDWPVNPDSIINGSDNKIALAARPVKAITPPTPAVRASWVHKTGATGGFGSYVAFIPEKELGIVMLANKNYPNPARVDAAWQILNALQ
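AmpC (5.3 nM in the dispensed reagent) in 20 mM phosphate pH 7.0 with 0.01% (detergent screen) or 0.0001% Triton X-100 was preincubated with compounds for 15 min at room temperature. Nitrocefin was then added from an 800 uM solution, and hydrolysis was followed at 480 nm.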
AmpC no deterg: qHTS Inhibitors of AmpC Beta-Lactamase (assay without detergent); P00811; AmpC nitrocefin hydrolysis, absorbance 480 nm, 0.0001% Triton; Potency, µM (highest dose often 57.1 µM), for inactives: at the top dose activity change, negative = inhibition, actives largely listed as inhibitors; hit rate 0.52% among 330,000; AID 485341, 2010;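 also: potency is read from the fitted curve at half-maximal effect; plate controls were no compound for no effect and no enzyme for full effect; nearly all actives have a fitted effect of over 20% in size; some results filed as inactive show a strong effect at the top dose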
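20 mM phosphate pH 7.0 + 0.01% (detergent screen) or 0.0001% Triton X-100; 5.3 nM AmpC reagent; cpd preinc 15 min RT; nitrocefin (800 uM stock) to start; A480 q20 s × 4 min; Activity was normalised to no-enzyme and no-compound control wells.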
HCMV antiviral: qHTS Assay for inhibitors of the human cytomegalovirus (HCMV); hit rate 4.5% among 410,000; activity change, negative = inhibition, % at 57.5 µM; HFF cells, HCMV-luciferase reporter, 72 h; hits give low values; AID 1259415, 2018; in the data active = activity change below about -60%; inconclusive = no clear call, values can overlap the other calls; inactive = above about -39%
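Compounds were evaluated in HFFs infected with an HCMV luciferase reporter virus (MOI 1 PFU/cell). Luciferase in lysates collected 72 h post infection served as the replication measure.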
Sm TGR block: qHTS Assay for the Inhibitors of Schistosoma Mansoni Peroxiredoxins. Schistosoma mansoni thioredoxin glutathione reductase (TGR), Q962Y6. hit rate 3% among 360,000. AID 485364, 2010. Potency, µM (series often up to 114 µM), for inactives: at the top dose activity change, negative = inhibition, most hits filed as inhibitors. purified TGR, DTNB reduction, TNB absorbance 405 nm; also: potency is read from the fitted curve at half-maximal effect; nearly all actives have a fitted effect of over 60% in size
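Kinetic colorimetric format: TGR-catalysed, NADPH-driven DTNB reduction monitored via TNB absorbance. Enzyme dispensed at 20 nM; compound exposure 15 min at room temperature before reaction start.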
Starred values were filed as active, the others as inactive; & = joins results of further samples; [ ] = another dose, or the depositor's remark. Unless noted, calls follow the shape of the dose curve; as a rule, active = well fitted curve in the direction sought with a large enough effect; inconclusive = small, poorly fitted or top-dose-only effect, or another doubt; inactive = no such curve, though single readings can be large; an effect the other way counts as inactive or inconclusive. Unless noted, % is scaled to controls: 0 for no effect and ±100 for the full control effect.

What do the screens show for `CCOC(=O)c1c(S(=O)(=O)NCC(=O)N(C)Cc2ccccc2)c(C)n(C)c1C`?
AmpC inh detg: -2.1%; HCMV antiviral: -6.4; Sm TGR block: -4.1%

What do the screens show for `Cn1c(C(=O)N2CCN(c3nc4ccccc4s3)CC2)cc2sccc21`?
HCV inhibitor: -12.2%; Giardia FBPA inh: -1.4%; AmpC inh detg: inconclusive; AmpC no deterg: -38.2%; HCMV antiviral: -73.8*; Sm TGR block: -15.7%

How did COc1ccc(-n2c(CN3CCC(C(N)=O)CC3)nc3ccc([N+](=O)[O-])cc3c2=O)c(OC)c1 do in these assays?
HCV inhibitor: -23.1%; Giardia FBPA inh: -11.7%; AmpC inh detg: -1.8%; AmpC no deterg: -40.1%; HCMV antiviral: -26.2; Sm TGR block: 44.7µM*

What do the screens show for `O=C(CSc1nnc(COc2ccc(Cl)cc2)o1)N1CCCC1`?
HCV inhibitor: -18.8%; Giardia FBPA inh: -1.8%; AmpC inh detg: -0.7%; AmpC no deterg: -5.3%; HCMV antiviral: 16.8; Sm TGR block: 4.9%

Results for COc1ccc2[nH]cc(CCNC(=O)Nc3ccccc3C)c2c1 ?
HCV inhibitor: -13.4%; Giardia FBPA inh: 0.1%; AmpC inh detg: inconclusive; AmpC no deterg: -59.7%; HCMV antiviral: 3.4&-11.4; Sm TGR block: 0.3%&-14.2%

Results for CCCCN(C(=O)c1ccc(C#N)cc1)c1c(N)n(CCC)c(=O)[nH]c1=O ?
HCV inhibitor: -2.5%; Giardia FBPA inh: 2.8%; AmpC inh detg: -10.8%; AmpC no deterg: 23.7%; HCMV antiviral: 14.1; Sm TGR block: -0.3%

Results for CCn1cc(CNC(=O)c2ccc3nc(Cc4ccccc4F)oc3c2)cn1 ?
HCV inhibitor: 11.2µM*; Giardia FBPA inh: 10.1%; AmpC inh detg: -12.9%; AmpC no deterg: 63.4%[activator]; HCMV antiviral: -2.9; Sm TGR block: -14.2%

How did CCCCC(=O)OCc1c(-c2cccc(OC)c2)ncc2ccccc12 do in these assays?
HCV inhibitor: -24.6%; AmpC inh detg: 2.6%; AmpC no deterg: -7.0%; HCMV antiviral: -12.7; Sm TGR block: -21.0%

What do the screens show for `O=C(Cn1[nH]c(=O)c2ccccc2c1=O)NC1CCN(Cc2ccccc2)CC1`?
HCV inhibitor: inconclusive; Giardia FBPA inh: 6.8%; AmpC inh detg: -7.8%; AmpC no deterg: -16.5%; HCMV antiviral: -12.2; Sm TGR block: -30.7%

What do the screens show for `Cc1nnc(SCC(=O)Nc2nccs2)n1N`?
HCV inhibitor: 0.1%; AmpC inh detg: 0.4%; AmpC no deterg: 2.5%; HCMV antiviral: 21.6; Sm TGR block: -4.1%

How did COc1ccc(NC(=O)COC(=O)CCNS(=O)(=O)c2ccc(Cl)cc2)cc1 do in these assays?
HCV inhibitor: 16.2%; Giardia FBPA inh: 0.7%; AmpC inh detg: 0.4%; AmpC no deterg: -18.5%; HCMV antiviral: -28.3; Sm TGR block: -1.2%

Results for CCOc1ccc(Cn2ccnc2)cc1[N+](=O)[O-] ?
HCV inhibitor: 3.2%; Giardia FBPA inh: 2.2%; AmpC inh detg: 0.8%; AmpC no deterg: -14.9%; HCMV antiviral: 24.6; Sm TGR block: -2.5%

Results for O=C(NCCc1ccc(Cl)cc1)c1ccc(CS(=O)(=O)Cc2ccc(Cl)cc2)o1 ?
AmpC inh detg: -1.2%; HCMV antiviral: 106.7; Sm TGR block: -0.2%

What do the screens show for `COC(=O)C1=C(C(=O)OC)C(c2ccccc2O)c2sc(=O)[nH]c2S1` (configuration not stated)?
HCV inhibitor: 4.9%; Giardia FBPA inh: inconclusive; AmpC inh detg: -12.6%; AmpC no deterg: -22.7%; HCMV antiviral: 8.2; Sm TGR block: 39.8µM*

Results for Cc1occc1C(=O)Nc1cc(=O)n(C)c(=O)n1C ?
HCV inhibitor: 8.2%; Giardia FBPA inh: 0.5%; AmpC inh detg: -15.9%; AmpC no deterg: -13.3%; HCMV antiviral: -5.1; Sm TGR block: -9.7%

Results for Cc1nn(C(C)C(=O)Nc2ccccc2C(F)(F)F)c(=O)c2c1sc1ccccc12 (configuration not stated) ?
AmpC inh detg: -13.8%; HCMV antiviral: 15.7; Sm TGR block: -10.8%

How did Cc1ccc(S(=O)(=O)NCCCNC(=O)N2CCOCC2)cc1 do in these assays?
HCV inhibitor: 5.1%; Giardia FBPA inh: 0.6%; AmpC inh detg: 0.6%; AmpC no deterg: -15.1%; HCMV antiviral: 18.5; Sm TGR block: 13.9%

What do the screens show for `CC(C)CC(=O)NC(=S)Nc1ccc(S(=O)(=O)NC(C)(C)C)cc1`?
HCV inhibitor: -2.7%; Giardia FBPA inh: -1.9%; AmpC inh detg: inconclusive; AmpC no deterg: -44.1%; HCMV antiviral: 21.5; Sm TGR block: -28.9%

How did CCOC(=O)c1cccc(NC(=O)CCCn2c(C)c3cnn(-c4ccccc4)c(=O)c3c2C)c1 do in these assays?
AmpC inh detg: 19.0%; HCMV antiviral: -5.0; Sm TGR block: 3.9%

What do the screens show for `C[C@H](CO)N1C[C@H](C)[C@@H](CN(C)S(=O)(=O)c2cccs2)Oc2ccc(NC(=O)CCC(F)(F)F)cc2C1=O`?
HCV inhibitor: 31.7%[activator]; AmpC no deterg: 120.9%[activator]; HCMV antiviral: inconclusive

What do the screens show for `COc1cccc(-n2c(SCC(=O)N3c4ccccc4CC3C)nnc2-c2ccco2)c1` (configuration not stated)?
HCV inhibitor: -22.4%; Giardia FBPA inh: -8.1%; AmpC inh detg: -6.7%; AmpC no deterg: 149.6%[activator]; HCMV antiviral: -35.9; Sm TGR block: -31.6%

What do the screens show for `COC(=O)CN1C(=O)C(C)(C)c2cc(S(=O)(=O)NCc3ccc(Cl)cc3)ccc21`?
AmpC inh detg: 6.3%; HCMV antiviral: 8.7; Sm TGR block: -1.1%

What do the screens show for `CCCC(NS(=O)(=O)c1ccc(OC)cc1)C(=O)O` (configuration not stated)?
HCV inhibitor: 24.8%; Giardia FBPA inh: 14.0%; AmpC inh detg: inconclusive; AmpC no deterg: -37.6%; HCMV antiviral: 44.0; Sm TGR block: 1.1%

How did CCOP(=S)(OCC)Oc1ccc2c(C)c(Cl)c(=O)oc2c1 do in these assays?
HCV inhibitor: inconclusive; Giardia FBPA inh: 0.1%; HCMV antiviral: -14.0

Structural class: those above with a CF3 group
Results for Cc1nn(C(C)C(=O)Nc2ccccc2C(F)(F)F)c(=O)c2c1sc1ccccc12 (configuration not stated) ?
AmpC inh detg: -13.8%; HCMV antiviral: 15.7; Sm TGR block: -10.8%

What do the screens show for `C[C@H](CO)N1C[C@H](C)[C@@H](CN(C)S(=O)(=O)c2cccs2)Oc2ccc(NC(=O)CCC(F)(F)F)cc2C1=O`?
HCV inhibitor: 31.7%[activator]; AmpC no deterg: 120.9%[activator]; HCMV antiviral: inconclusive

Returning to the listing, repeating the three entries before the break.
What do the screens show for `COC(=O)CN1C(=O)C(C)(C)c2cc(S(=O)(=O)NCc3ccc(Cl)cc3)ccc21`?
AmpC inh detg: 6.3%; HCMV antiviral: 8.7; Sm TGR block: -1.1%

What do the screens show for `CCCC(NS(=O)(=O)c1ccc(OC)cc1)C(=O)O` (configuration not stated)?
HCV inhibitor: 24.8%; Giardia FBPA inh: 14.0%; AmpC inh detg: inconclusive; AmpC no deterg: -37.6%; HCMV antiviral: 44.0; Sm TGR block: 1.1%

How did CCOP(=S)(OCC)Oc1ccc2c(C)c(Cl)c(=O)oc2c1 do in these assays?
HCV inhibitor: inconclusive; Giardia FBPA inh: 0.1%; HCMV antiviral: -14.0

What do the screens show for `Cc1nn(CCOc2cccc(Br)c2)c(C)c1[N+](=O)[O-]`?
HCV inhibitor: 4.1%; Giardia FBPA inh: -18.0%; AmpC inh detg: -7.3%; AmpC no deterg: -18.5%; HCMV antiviral: -25.3; Sm TGR block: -5.8%

How did COc1ccc2c(c1O)-c1c(OC)c(OC)cc3c1[C@H](C2)N(C)CC3 do in these assays?
HCV inhibitor: 9.6%; Giardia FBPA inh: -29.9%; AmpC inh detg: inconclusive; AmpC no deterg: -24.9%; HCMV antiviral: -62.6*; Sm TGR block: -9.6%

What do the screens show for `Cc1ccc(S(=O)(=O)N2CCCCC2)cc1NC(=O)C1CC(=O)N(c2ccc3c(c2)OCCO3)C1` (configuration not stated)?
HCV inhibitor: -25.8%; AmpC inh detg: -1.1%; AmpC no deterg: -5.2%; HCMV antiviral: 16.6; Sm TGR block: 2.5%

Results for COc1cccc(-c2cc(C(=O)NCc3ccco3)no2)c1 ?
HCV inhibitor: -21.1%; Giardia FBPA inh: -0.4%; AmpC inh detg: -6.6%; AmpC no deterg: -11.2%; HCMV antiviral: 71.3; Sm TGR block: -0.7%

How did COc1ccc(N2CCN(C(=O)C(=O)c3c[nH]c4ccccc34)CC2)cc1 do in these assays?
HCV inhibitor: -10.5%; AmpC inh detg: 4.5%; AmpC no deterg: -3.5%; HCMV antiviral: 28.3; Sm TGR block: -5.1%

What do the screens show for `CC(=O)N(Nc1ccccc1)c1ccccc1`?
HCV inhibitor: 23.0%; Giardia FBPA inh: 2.4%; AmpC inh detg: -5.7%; AmpC no deterg: -9.6%; HCMV antiviral: -10.3; Sm TGR block: -0.9%

How did O=C(CSc1nnnn1-c1cccc(F)c1)Nc1nc2ccccc2s1 do in these assays?
HCV inhibitor: 7.3%; Giardia FBPA inh: 0.4%; AmpC inh detg: -0.4%; AmpC no deterg: -34.5%; HCMV antiviral: -21.3; Sm TGR block: -3.7%

Results for COC(=O)c1ccc(CSc2nc3c([nH]c4ccccc43)c(=O)n2-c2cc(C)cc(C)c2)o1 ?
AmpC inh detg: 7.9%; HCMV antiviral: 26.0; Sm TGR block: 21.1%

How did CCCCCn1c(C)c2c(OCC)cccc(=O)c2c1C do in these assays?
HCV inhibitor: inconclusive; Giardia FBPA inh: 1.3%; AmpC inh detg: 5.0%; AmpC no deterg: -21.2%; HCMV antiviral: 0.0; Sm TGR block: -31.0%

What do the screens show for `O=C(CCc1nc2ccccc2c(=O)[nH]1)Nc1ccc(N2CCCCC2)cc1`?
HCV inhibitor: -5.6%; Giardia FBPA inh: 12.5%; AmpC inh detg: -0.9%; AmpC no deterg: 5.4%; HCMV antiviral: -14.9; Sm TGR block: 2.1%

How did O=C(NNC(=O)c1ccccc1O)c1ccc(Br)cc1 do in these assays?
HCV inhibitor: inconclusive; Giardia FBPA inh: -18.8%; AmpC inh detg: inconclusive; AmpC no deterg: -27.4%; HCMV antiviral: 50.4; Sm TGR block: 4.1%
